# Bioassay records (PubChem)
# FLuc modulator – qHTS profiling assay for firefly luciferase inhibitor/activator using purifed enzyme and Km concentrations of substrates (counterscreen for miR-21 project). Potency, µM (series often up to 57.5 µM), inactives show at the top dose activity change, negative = inhibition, usual class: inhibitors. purified FLuc, Km substrates, luminescence inhibition. Luciferin 4-monooxygenase (Photinus pyralis), P08659. 360,000 compounds, 6.9% hits; active = well fitted inhibition curve with a large enough effect; inconclusive = small, poorly fitted or top-dose-only effect;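 also: plate controls were vehicle for no effect and reference inhibitor for full effect; nearly all actives have a fitted effect of over 55% in size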
# Target sequence (P08659 whole entry, looked up): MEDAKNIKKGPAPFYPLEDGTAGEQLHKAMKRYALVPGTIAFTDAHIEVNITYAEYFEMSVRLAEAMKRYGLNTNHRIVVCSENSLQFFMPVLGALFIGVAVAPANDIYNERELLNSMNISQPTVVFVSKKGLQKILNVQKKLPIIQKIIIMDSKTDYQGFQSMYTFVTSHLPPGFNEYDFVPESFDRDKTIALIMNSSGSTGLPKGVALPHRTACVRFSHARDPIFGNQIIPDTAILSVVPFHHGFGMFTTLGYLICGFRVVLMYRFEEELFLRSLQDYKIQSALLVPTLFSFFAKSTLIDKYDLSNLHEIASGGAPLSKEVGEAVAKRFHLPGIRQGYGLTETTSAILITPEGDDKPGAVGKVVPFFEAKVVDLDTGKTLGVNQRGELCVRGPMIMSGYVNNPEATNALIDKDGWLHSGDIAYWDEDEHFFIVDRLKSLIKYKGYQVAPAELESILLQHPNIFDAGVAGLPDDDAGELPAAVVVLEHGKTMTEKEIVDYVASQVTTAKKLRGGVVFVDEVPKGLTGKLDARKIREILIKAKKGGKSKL
#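 Purified P. pyralis luciferase (10nM final) with 10uM D-luciferin and 10uM ATP (Km levels) in 50mM Tris acetate pH 7.5, 10mM Mg acetate, 0.01% Tween-20, 0.05% BSA; qHTS 6-point titration, ~60 µM downward; luminescence read.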
# * hit, by the source's call; u = inconclusive. Potency is read from the fitted curve at half-maximal effect.
SMILES,FLuc modulator
Cc1ccc(C2CCN(C(=O)c3cnn(-c4cccc(Cl)c4)c3C3CCN(C(=O)OC(C)(C)C)CC3)C2)cc1 (configuration not stated),5%
COc1ccc(NC(=O)c2cc(=O)c3cc(C)cc(C)c3o2)cc1,0%
O=C(Cc1ccc(F)cc1)NCCc1csc2nc(-c3ccc(Cl)cc3)nn12,-7%
CCCCc1ccc(NC(=O)c2ccc3c(c2)CCN3S(=O)(=O)CC)cc1,-11%
Cc1ccc(NC(=O)CSCc2cc(=O)c3ccccc3[nH]2)c(C)c1,0%
CC(CNC(=O)c1ccc2nc(Cc3ccccc3)oc2c1)c1ccccc1 (configuration not stated),-3%
CCCCn1cc(S(=O)(=O)c2ccc(C)cc2)c(=O)c2cc(F)c(N3CCCCC3)cc21,-7%
COc1ccc(CCNc2nc(SCc3ccc(Cl)cc3)nc3ccccc23)cc1OC,1%
COc1ccc(Cl)cc1NC(=O)CCn1nc(C)cc1C,-2%
CC(=O)c1[nH]c(C)c(C(=O)NCCc2ccc(C)cc2)c1C,3%
Cc1ccc(-c2onc(C)c2C)cc1S(=O)(=O)N1CCc2ccccc21,-12%
CCc1cccc(NC(=O)CCS(=O)(=O)c2ccc3nc(C)sc3c2)c1,-7%
Cc1ccc(CCNC(=O)CCn2nc(-c3ccc(Cl)cc3)ccc2=O)cc1,0%
CCNC(=O)C1CCN(c2nnc(C)c3c(C)n(-c4ccc(OC)cc4)nc23)CC1,-1%
Cc1nc(-c2ccc(S(=O)(=O)N3CCN(c4cc(Cl)ccc4C)CC3)cc2)co1,2%
Cc1cc(C)c(NC(=O)CSC2=Nc3ccccc3C3=NC(CC(=O)NCc4cccs4)C(=O)N23)c(C)c1 (configuration not stated),-6%
COc1ccc(Nc2ncnc3c2cnn3-c2ccc(C)cc2C)cc1,u
Cc1nc2nc(SCC(=O)NC(C)c3ccccc3)nn2c(C)c1Cc1c(F)cccc1Cl (configuration not stated),-9%
COc1ccc(C2=Nn3c(nc4sc(C(=O)Nc5cccc(C)c5)c(C)c4c3=O)SC2)cc1,-3%
CCOc1ccc(N2CC(NC(=O)C3CCCC3)CC2=O)cc1 (configuration not stated),-1%
COc1ccccc1CNC(=O)C1CCN(S(=O)(=O)c2cn(C)cn2)CC1,-5%
O=C(CCS(=O)(=O)c1cccs1)Nc1ccc(C(=O)Nc2cccc(Cl)c2)cc1,-5%
CCN1CCN(c2csc3ccc(F)cc3c2=O)CC1,u
COc1ccc(CNC(=O)C2CCN(S(=O)(=O)c3c(C)noc3/C=C/c3cccs3)CC2)cc1,4%
CCOC(=O)c1ccc(NC(=O)c2c(NCc3ccc(OC)c(OC)c3OC)sc3c2CCC(C)C3)cc1 (configuration not stated),-8%
CCOC(=O)c1c(C)oc2nc(C)nc(NCC3CCN(Cc4ccccc4C)CC3)c12,0%
Cc1cc2ccccc2n1CCNC(=O)c1ccc(Br)cc1,u
O=C(Nc1cccc(-c2nc3ccccc3o2)c1)C(F)(F)F,u
O=C(CCCCCn1c(=O)[nH]c2ccccc2c1=O)NCc1ccccc1,0%
Cc1oc(-c2cccc(Cl)c2)nc1CN1CCCC(C(=O)N2CCN(c3ccc(F)cc3)CC2)C1 (configuration not stated),u
Cc1ccc(C)c(N2C(=O)N(Cc3cc(=O)n4ccccc4n3)c3ccccc3S2(=O)=O)c1,-5%
Cn1c(=O)[nH]c(=O)c2c1nc1n2CCN1c1ccccc1,-6%
O=C1C(=O)N(C2CCN(C(=O)c3ccccc3Cl)CC2)CCN1Cc1ccc(F)cc1,1%
CCc1ccc(CN(Cc2cn[nH]c2-c2ccc(OC)cc2)C(=O)Nc2ccc(C)c(F)c2)cc1,3%
CCCc1cc(N2CCN(c3cccc(C)c3C)CC2)n2cnnc2n1,-11%
COc1ccc(CNC(=O)CSCc2cnn(-c3ccccc3)c2-n2cccc2)cc1OC,-20%
Cc1ccc(Cn2c(CNC(=O)c3ccccc3Br)nc3cccnc32)cc1,-9%
Cc1ccc(S(=O)(=O)CCC(=O)N2CCN(c3nc4c(C)c(Cl)ccc4s3)CC2)cc1,-11%
Cc1cccc(NC(=O)c2sc3ncnc(N(C)C4CCCCC4)c3c2C)c1C,4%
COc1cccc(N2CCN(C(=O)c3cnc4c(C)cccn4c3=O)CC2)c1,0%

# Two of these compounds in another layout.
Molecule	FLuc modulator
CCCc1cc(N2CCN(c3cccc(C)c3C)CC2)n2cnnc2n1	-11%
Cn1c(=O)[nH]c(=O)c2c1nc1n2CCN1c1ccccc1	-6%

# (continued)
SMILES,FLuc modulator
Cc1sc2ncn(CC(=O)Nc3ccc(F)cc3Cl)c(=O)c2c1S(=O)(=O)N1CCN(c2ncccn2)CC1,-1%
CC(C)(C)C1CCc2nc(NC(=O)COc3ccccc3[N+](=O)[O-])sc2C1 (configuration not stated),-5%
O=C(NCCc1ccccc1)c1ccc2nc(CCc3ccccc3)oc2c1,4%
CCCSc1nnc2[nH]c(=O)cc(C)n12,5%
O=C(COc1ccccc1[N+](=O)[O-])N(Cc1ccco1)c1ccccn1,-4%
Cc1ccc(NC(=O)c2oc3ccccc3c2NC(=O)c2ccccc2C)cc1,-2%
CC(C)Cn1c(=O)c2ccccc2n2c(CCC(=O)NCc3ccccc3Cl)nnc12,-3%
COc1ccc(Cn2ccc3nc(C)c(C(=O)Nc4ccc(OC)cc4OC)cc3c2=O)cc1,1%
Cc1ccc(C)c(S(=O)(=O)c2cn(Cc3ccccc3)c3cc(N4CCCC4)c(F)cc3c2=O)c1,1%
COc1cccc(NC(=O)CSc2nccn2C2CCCC2)c1,u
COC(=O)c1ccccc1NC(=O)CCn1nc(C)c2c(C)n(-c3ccccc3)nc2c1=O,2%
Cc1ccc2oc(-c3ccc(C)c(NC(=O)c4ccc(-c5ccccc5[N+](=O)[O-])o4)c3)nc2c1,11µM*
CC1CCN(S(=O)(=O)c2ccc3c(c2)c(=O)c(C(=O)NCCc2ccccc2)cn3C)CC1,2%
CC1=C(c2ccc(C)cc2)S(=O)(=O)NC1=NCc1ccccc1Cl,u
Cc1ccccc1NC(=O)c1ccc(N(Cc2ccccc2)S(C)(=O)=O)cc1,-1%
COc1ccc(CCNC(=O)c2cc3c(=O)oc4ccc(C)cc4c3s2)cc1OC,0%
CCOC(=O)c1ccc(N2CCN(c3cccc(Cl)c3)CC2)c(NC(=O)Nc2ccc(Cl)cc2)c1,1%
CCOC(=O)c1c(-c2ccc(C)cc2)csc1NC(=O)c1cc(=O)c2cc(Cl)ccc2o1,2%
COc1ccc(NS(=O)(=O)c2c(C)nc3scc(C)n3c2=O)cc1,0%
O=C(COc1ccc(Br)cc1)Nc1ccc(C(=O)OC2CCCCC2)cc1,-2%
CCOC(=O)N1CCN(Cc2nc3cc(NC(=O)c4cccc(C)c4)ccc3n2C(C)C)CC1,-12%
C=Cc1ccc(CSc2nnc(C)n3c2cc2occc23)cc1,u
Cc1ccc(-c2onc(C)c2C)cc1S(=O)(=O)Nc1cccc(Cl)c1C,u
Cc1ccccc1NC(=O)c1sc2nc3n(c(=O)c2c1C)CCC3,-3%
COC(=O)c1ccc(NC(=O)CN2CCCN(Cc3ccc(Cl)cc3)S2(=O)=O)cc1,-14%
COc1ccc(Cn2ccn(Cc3cccc(C)c3)c(=O)c2=O)cc1,-2%
COC(=O)Cn1c(=O)c2cccn2c2ccc(F)cc21,-2%
CCc1nn2c(=O)cc(COC(=O)c3ccccc3NC(=O)C3CCCCC3)nc2s1,-2%
CCCCn1c(=N)c(S(=O)(=O)c2ccc(Cl)cc2)cc2c(=O)n3cccc(C)c3nc21,-3%
CCc1ccc(OC(C)C(=O)N2CCC(c3nc4ccccc4o3)CC2)cc1 (configuration not stated),-16%
CCCCNC(=O)CCCn1c(=O)c2ccccc2n(CC(=O)Nc2ccccc2OCC)c1=O,2%
COc1ccc(-c2cc(C(F)(F)F)n3nc(C(=O)Nc4cc(C)ccc4C)cc3n2)cc1,-1%
CCn1c2c(c(=O)n3ncc(C(=O)Nc4ccc(OC(F)(F)F)cc4)c13)CN(Cc1ccc(OC)cc1)CC2,u
Cc1ccc(Cn2nnc(C(=O)Nc3ccc(F)c(F)c3)c2N)cc1,-4%
CCOC(=O)c1c(-c2ccc(OC)cc2)oc2ccc(OCc3ccc(C(=O)OC)cc3)cc12,3%
CCOCCCNC(=O)C1CCN(c2nc3ccc(Cl)cc3[nH]2)CC1,4%
Cc1cc(C)c(Cn2c(C)c(CNCc3ccccc3C)c(C(=O)O)c2C)c(C)c1,1%
N#Cc1ccc(NC(=O)c2ccc3c(c2)nnn3C2CCCC2)cc1,0%
CCCSc1ncnc2c1c(-c1ccccc1)cn2-c1ccccc1OC,-10%
Cc1ccccc1-c1nc(CS(=O)(=O)CC(=O)NCC(C)c2ccccc2)c(C)o1 (configuration not stated),-18%

# Structural class: those above with two or more sulfur atoms.
SMILES,FLuc modulator
CCc1cccc(NC(=O)CCS(=O)(=O)c2ccc3nc(C)sc3c2)c1,-7%
Cc1cc(C)c(NC(=O)CSC2=Nc3ccccc3C3=NC(CC(=O)NCc4cccs4)C(=O)N23)c(C)c1 (configuration not stated),-6%
COc1ccc(C2=Nn3c(nc4sc(C(=O)Nc5cccc(C)c5)c(C)c4c3=O)SC2)cc1,-3%
O=C(CCS(=O)(=O)c1cccs1)Nc1ccc(C(=O)Nc2cccc(Cl)c2)cc1,-5%
COc1ccc(CNC(=O)C2CCN(S(=O)(=O)c3c(C)noc3/C=C/c3cccs3)CC2)cc1,4%
Cc1ccc(S(=O)(=O)CCC(=O)N2CCN(c3nc4c(C)c(Cl)ccc4s3)CC2)cc1,-11%
Cc1sc2ncn(CC(=O)Nc3ccc(F)cc3Cl)c(=O)c2c1S(=O)(=O)N1CCN(c2ncccn2)CC1,-1%
COc1ccc(NS(=O)(=O)c2c(C)nc3scc(C)n3c2=O)cc1,0%

# Further records
SMILES,FLuc modulator
CCOCCn1ccc2c(OCC(=O)NCc3ccc(C)cc3)cccc2c1=O,-7%
CCN1CCN(c2ncnc3c2cnn3-c2ccc(C)cc2)CC1,11µM*
Cc1ccc2c(c1)N(C(=O)Nc1cccc3c1CCCC3)CC(C)O2 (configuration not stated),-6%
CCc1ccc(NC(=O)COCc2cc(-c3ccc(F)cc3)on2)cc1,-4%
O=C(Nc1cccc(C(F)(F)F)c1)Nc1ccc2snnc2c1,-7%
O=S(=O)(Nc1cccc(-c2ccc(N3CCOCC3)nn2)c1)c1ccc(F)c(C(F)(F)F)c1,9.5µM*
Cc1c(C)n(Cc2ccccc2)c2ccc(C(=O)N3CCN(c4ccccc4)CC3)cc12,-8%
COc1cccc(NC(=O)Cn2c(=O)n(CCCCC(=O)NCCc3ccccc3)c(=O)c3ccccc32)c1,-5%
Cc1cc(OCC(=O)NCC2(N3CCN(C)CC3)CCCCC2)cc(C)c1Cl,-2%
Cc1ccc(N2CCN(C(=O)c3c(C)oc4ncnc(N5CCOCC5)c34)CC2)c(C)c1,-2%
CCN(CC)S(=O)(=O)c1ccc(NC(=O)[C@H](CSCc2ccccc2)N2Cc3ccccc3C2=O)cc1,5%
CCn1c(CN2CCN(C)CC2)nc2cc(NC(=O)c3ccc([N+](=O)[O-])cc3)ccc21,-3%
COc1ccc(Cl)cc1NC(=O)CN(c1cccc(C)c1C)S(=O)(=O)c1ccccc1,-5%
COc1ccc(/C=C/c2onc(C)c2S(=O)(=O)N2CCC(C(=O)N3CCCCC3)CC2)cc1,3%
Cc1ccc(N(C)C(=O)c2sc3nc4n(c(=O)c3c2C)CCCC4)cc1C,u
O=C(O)c1ccc(NC(=O)c2ccc(Br)c(S(=O)(=O)N3CCCC3)c2)cc1,u
CC(C)CCn1c(=O)c2sccc2n2c(CCCC(=O)NCCc3ccccc3)nnc12,2%
O=C(Nc1cccc(F)c1)C1CCN(S(=O)(=O)c2ccc3[nH]c4c(c3c2)CCCCC4)CC1,-6%
Cn1c2ccccc2c2cnn(CC(=O)NCc3ccc(Cl)cc3)c(=O)c21,-2%
C#CCSc1nc(-c2ccccc2)c2cc(Cl)ccc2n1,1%
O=C(Cn1c(=O)n(CC2CCC(C(=O)NCCc3ccccc3)CC2)c(=O)c2ccccc21)Nc1cccc(F)c1 (configuration not stated),-4%
O=c1c2sc3ccccc3c2n(Cc2ccccc2)c(=O)n1CCc1ccccc1,-6%
Cc1ccc(C)c(NC(=O)CCc2c(C)nn(-c3ccc(N4CCCC4)nn3)c2C)c1,0%
Cc1cc(C)cc(-n2ccnc(NCc3ccc(F)cc3)c2=O)c1,-1%
CC(C)Cn1nc(NC(=O)c2cccc(Cl)c2)c2cc3ccccc3nc21,-5%
O=C(NCc1ccco1)c1ccc2c(c1)N(Cc1ccccc1F)C(=O)c1ccccc1S2(=O)=O,-5%
COc1ccc2c(c1)cc(CNc1ccc(OC)c(OC)c1)c(=O)n2CC(=O)Nc1ccccc1C,-1%
CCC(=O)N1CCc2cc(S(=O)(=O)NCCC(=O)NC(C)c3ccccc3)ccc21 (configuration not stated),4%
COc1ccc(CNC(=O)CCCn2c(=O)c3cccn3c3ccc(F)cc32)cc1OC,-12%
Cc1ccc2oc(=O)c3cc(C(=O)NCCCOC(C)C)sc3c2c1,2%
O=c1c2cc3c(cc2nc2sc(Nc4ccc(F)c(Cl)c4)nn12)OCO3,1%
CCCN(C(=O)CCn1cnc2onc(-c3ccc(F)cc3)c2c1=O)c1ccccc1C,-8%
Cc1ccc(Cl)cc1N1CCN(C(=O)c2cc3c(-c4ccccc4F)nn(C)c3s2)CC1,0%
COc1cc(-c2noc(-c3ccc(NCC4CCCO4)c([N+](=O)[O-])c3)n2)cc(OC)c1OC (configuration not stated),21µM*
CCCS(=O)(=O)Nc1cccc(-c2cn3ccc(C)cc3n2)c1,12µM*
COc1ccc(-c2c(C#N)c(SCC(=O)Nc3ccc(C)cc3)nc(C)c2C(=O)Nc2ccccc2)cc1,6%
Cc1ccc(-n2ncc3c(NCC(C)C)ncnc32)c(C)c1,u
COc1cc(Cl)c(C)cc1Nc1nc2ccccc2n2cnnc12,-7%
COc1cccc(Nc2nc3cc(C)ccc3nc2NS(=O)(=O)c2ccc(Cl)cc2)c1,u

# Not all compounds are listed. The share of hits here may be higher or lower than overall.
